Assay outcomes (PubChem BioAssay)
mIAP act: activators of mouse IAP, primary screen, biochemical, luminescence, uHTS | intestinal alkaline phosphatase [Mus musculus] | muIAP, CDP-Star luminescence, 30 min; stronger effect = higher value; 1 = vehicle-only enzyme signal, 0 = enzyme-free wells | activation factor at 10 µM | actives 0.24% (n = 330,000);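 active = activation factor of at least 2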; note: the source names both 10 and 20 µM as test concentration; values of inactives mirror those of a sister screen read the other way
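Assay system: mouse IAP enzyme; Reagent: CDP-Star chemiluminescent phosphatase substrate; Compound: DMSO-dissolved test compounds; Incubation: 30 min, room temperature; Technique: luminescence from enzymatic CDP-Star hydrolysis; Controls: DMSO-only wells and no-enzyme negative control.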
hIAP act: human IAP activators, primary screen, biochemical, luminescence, uHTS | Intestinal-type alkaline phosphatase (Homo sapiens), P09923 | AID 2524, 2010 | purified human IAP, CDP-Star luminescence, 30 min; stronger effect = higher value; 1 = vehicle-only enzyme, 0 = enzyme-free background | actives 0.16% (n = 330,000) | activation factor at 10 µM;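 active = activation factor of the enzyme at least 2-fold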; note: the source names both 10 and 20 µM as test concentration; values of inactives mirror those of a sister screen read the other way
mIAP block: inhibitors of mouse IAP, primary screen, biochemical, luminescence, uHTS. intestinal alkaline phosphatase [Mus musculus]. purified mouse IAP, CDP-Star luminescence, 30 min. AID 2806, 2010. inhibition, % at 10 µM. actives 0.2% (n = 330,000);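 active = inhibition of at least 40% at 10 µM in the primary screen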;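 note: plate controls were DMSO with enzyme for no effect and no enzyme wells for full effect; values of inactives mirror those of a sister screen read the other way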
ATG4B inh: ATG4B protease inhibitors, primary screen, biochemical, fluorescence, uHTS; ATG4B cleavage of LC3-PLA2, NBD-HPC fluorescence, 1 h; inhibition, % at 8.33 µM; actives 0.51% (n = 340,000); in the data active = inhibition above about 40%
PfG6PD inh: PfG6PD enzyme inhibitors, primary screen, biochemical, fluorescence intensity, uHTS | glucose-6-phosphate dehydrogenase-6-phosphogluconolactonase (Plasmodium falciparum 3D7) | PfGluPho enzyme, NADPH resazurin-diaphorase fluorescence | inhibition, % at 20 µM | actives 0.78% (n = 350,000) | AID 504690, 2011;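 active = inhibition reaching at least a set limit at 20 µM in the primary screen, cut at about 59% in these data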;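 note: 0% = DMSO wells with substrate and 100% = DMSO wells lacking glucose-6-phosphate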
hIAP inh: human IAP inhibitors, primary screen, biochemical, luminescence, uHTS | inhibition, % at 10 µM | Intestinal-type alkaline phosphatase (Homo sapiens), P09923 | actives 0.12% (n = 330,000) | purified IAP, CDP-Star luminescence, 30 min;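 active = inhibition reaching a set limit with compound at 10 µM in the primary screen, cut at about 35% in these data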;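 note: plate controls were DMSO wells with enzyme for no effect and no-enzyme buffer wells for full effect; values of inactives mirror those of a sister screen read the other way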
HKDC1 inhibitor: HKDC1 hexokinase inhibitors, primary screen, biochemical, fluorescence, uHTS; Q2TB90; recombinant HKDC1, G6PDH/diaphorase resazurin coupled fluorescence; inhibition, % at 20 µM; actives 0.16% (n = 340,000); AID 493160, 2011;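 active = inhibition above about 35% when tested at 20 µM, limit read from the data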;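 note: plate controls were DMSO wells with enzyme for no effect and DMSO wells lacking enzyme for full effect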
Target sequence (Q2TB90 whole entry, looked up): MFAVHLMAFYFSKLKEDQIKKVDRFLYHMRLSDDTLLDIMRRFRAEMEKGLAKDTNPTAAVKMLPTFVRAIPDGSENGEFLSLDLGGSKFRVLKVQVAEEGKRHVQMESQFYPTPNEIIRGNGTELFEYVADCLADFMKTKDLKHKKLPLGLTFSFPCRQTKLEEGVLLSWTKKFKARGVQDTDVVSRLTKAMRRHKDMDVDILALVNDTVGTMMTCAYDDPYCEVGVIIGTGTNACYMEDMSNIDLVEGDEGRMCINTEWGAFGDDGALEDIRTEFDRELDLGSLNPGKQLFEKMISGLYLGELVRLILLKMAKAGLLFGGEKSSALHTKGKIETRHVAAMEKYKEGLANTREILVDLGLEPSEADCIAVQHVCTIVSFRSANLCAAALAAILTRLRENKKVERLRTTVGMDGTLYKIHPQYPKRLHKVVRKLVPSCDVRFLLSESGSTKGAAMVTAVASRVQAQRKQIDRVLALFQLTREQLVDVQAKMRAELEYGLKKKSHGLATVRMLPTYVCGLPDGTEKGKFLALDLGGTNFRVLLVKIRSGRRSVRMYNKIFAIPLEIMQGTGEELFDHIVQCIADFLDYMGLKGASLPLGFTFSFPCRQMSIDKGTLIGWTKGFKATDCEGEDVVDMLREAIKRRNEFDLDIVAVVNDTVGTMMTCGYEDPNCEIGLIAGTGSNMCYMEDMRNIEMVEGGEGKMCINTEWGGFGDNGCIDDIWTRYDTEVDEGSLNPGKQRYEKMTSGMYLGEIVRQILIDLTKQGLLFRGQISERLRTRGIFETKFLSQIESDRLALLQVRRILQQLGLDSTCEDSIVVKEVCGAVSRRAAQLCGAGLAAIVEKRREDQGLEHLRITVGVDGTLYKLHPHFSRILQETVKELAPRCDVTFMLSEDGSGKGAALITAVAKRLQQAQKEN
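System: Recombinant HKDC1 hexokinase | Amount: HKDC1 at 5 µg/mL | Reagent: Glucose with 1 mM ATP | Doses: Single 20 µM dose | Incubation: Reaction time 90 min, room temperature, protected from light | Signal: Coupled resazurin fluorescence, excitation 525 nm, emission 613 nm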
APOBEC3A inh: APOBEC3A ssDNA deaminase inhibitors, primary screen, selectivity assay for APOBEC3G inhibitor project, biochemical, FAM/TAMRA oligo cleavage fluorescence; AID 493011, 2011; DNA dC->dU-editing enzyme APOBEC-3A (Homo sapiens), P31941; actives 0.41% (n = 330,000); inhibition, % at 20 µM; recombinant A3A, FAM/TAMRA ssDNA deamination fluorescence;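 active = at least 40% inhibition at 20 µM here, with at most 30% in a related deaminase screen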;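 note: plate controls were A3A with DMSO for no effect and wells lacking A3A enzyme for full effect; some results filed as inactive read as strong as hits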
Target sequence (P31941 whole entry, looked up): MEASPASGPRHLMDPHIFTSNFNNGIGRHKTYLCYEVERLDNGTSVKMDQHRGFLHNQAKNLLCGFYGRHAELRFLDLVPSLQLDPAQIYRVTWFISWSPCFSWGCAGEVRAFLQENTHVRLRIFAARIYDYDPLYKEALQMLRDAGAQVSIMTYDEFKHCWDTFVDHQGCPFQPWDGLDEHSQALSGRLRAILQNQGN
* hit, by the source's call; · = not tested or not shown.

hIAP act	PfG6PD inh	hIAP inh	HKDC1 inhibitor	APOBEC3A inh	mIAP block	mIAP act	SMILES	ATG4B inh
1.3	12	-32	-7	1	-1	1	CCOC(=O)c1cccnc1NC(=O)c1ccncc1	0
0.79	18	22	17	1	12	0.88	CCN(CC)C(=O)COC(=O)c1cc(-c2ccc(OC)cc2)nc2ccccc12	6
0.87	18	13	3	0	-2	1	N#Cc1c(NCCN)nc(-c2ccccc2)c2c1CCCC2	4
1	15	-1	-1	-2	-8	1.1	O=C(OC(C(=O)NCc1ccccc1)c1ccccc1F)c1ccco1 (stereo not given)	-3
0.68	-12	32	-3	4	-2	1	O=S1(=O)N=C(N2CCCC2)c2ccccc21	3
0.99	26	1	-2	-1	-6	1.1	CC(C)CCNC(=O)C(c1ccc(O)cc1)N(Cc1ccco1)C(=O)CCC(=O)Nc1nccs1 (stereo not given)	-10
0.91	6	9	-4	-4	-3	1	Cc1ccc(OC(C)C(=O)Nc2ccc(Cl)cn2)c([N+](=O)[O-])n1 (stereo not given)	-1
1	6	-3	7	1	3	0.97	CN(C)CCCN(C(=O)c1cc(-c2cccs2)nc2ccccc12)c1nc2c(F)cccc2s1	-2
1.1	-5	-12	1	1	3	0.97	O=C(Nc1cc(C(F)(F)F)ccc1-n1cncn1)c1ccc(-c2ccccc2)cc1	-8
1	-9	-4	-5	-2	2	0.98	O=C(Cn1[nH]c(=O)c2ccccc2c1=O)OCC(=O)c1ccccc1Cl	-1
0.94	10	6	-4	0	-1	1	CCS(=O)(=O)N1CCCC(C(=O)NCCN(C)Cc2ccccc2)C1 (stereo not given)	-4
1.4	35	-43	-14	0	5	0.95	Cc1ccc(NC(=S)NNC(=S)Nc2ccc(C)cc2C)cc1	1
0.93	23	7	-10	-5	6	0.94	CCOc1ccc2[nH]c(=O)c(CN(CCN3CCCC3)C(=S)Nc3ccccc3OCC)cc2c1	-9
0.92	-4	8	-6	-1	-4	1	CCN(CC)CCN1C(=O)c2ccccc2NC1c1ccccc1F (stereo not given)	-3
1	7	-4	9	-3	1	0.99	Cc1csc(Nc2ccccc2)[n+]1C	-3
1	2	-1	-3	5	10	0.9	NC(=O)CC(NC(=O)Cc1ccc(Br)cc1)c1ccc(NC2CCN(Cc3ccccc3)CC2)c([N+](=O)[O-])c1 (stereo not given)	-14
1	·	0	·	5	-2	1	O=c1cc(-c2c(F)c(F)c(F)c(F)c2F)oc2c(F)c(F)c(F)c(F)c12	·
1.2	19	-18	-1	-3	18	0.82	CCOC(=O)c1c(-c2ccc(C)o2)csc1NC(=S)NC(=O)c1cccs1	14
1	-15	-2	9	-2	3	0.97	Cn1cc(Br)c(C(=O)NC(=S)Nc2ccc(S(N)(=O)=O)cc2)n1	-6
0.89	108*	11	53*	-1	0	1	CC1(C)Cc2ccccc2C2=NNC(=O)C2=N1	8
1.1	2	-11	-4	0	2	0.98	O=C1c2ccccc2C(=O)N1CCCCCc1nc(-c2ccccc2)no1	19
1.2	-4	-17	-8	3	1	0.99	CC(=O)N1N=C(c2ccc(C)o2)CC1c1cccc(F)c1 (stereo not given)	-10
0.94	-11	6	0	-6	-4	1	O=C(NCCNC(=O)c1ccccc1Br)c1ccccc1Br	1
1.1	-11	-6	-4	3	-5	1.1	O=[N+]([O-])c1cccc(S(=O)(=O)N2CCCC2)c1	-4
1.1	-7	-15	3	-4	1	0.99	O=C(C1CCCN(Cc2ccccc2C(F)(F)F)C1)N1CCCCC1 (stereo not given)	-1
1	5	-1	-5	1	-1	1	Cc1noc(C)c1NC(=O)Nc1cccc2c1O[C@H](CN(C)S(=O)(=O)c1cccs1)[C@@H](C)CN([C@H](C)CO)C2=O	-9
0.86	7	14	-2	-3	1	0.99	CCC(C(=O)OCCOCCN(CC)CC)c1ccccc1 (stereo not given)	-14
0.99	-11	0	0	-3	-1	1	O=C(CN1C(=O)C2CC=CCC2C1=O)Nc1ccccc1N1CCCC1 (stereo not given)	8
0.85	-2	15	5	11	5	0.95	Cc1nn(C)c(C(=O)NC(=S)Nc2ccccc2Br)c1Cl	12
1	13	-2	1	-5	-3	1	Cc1ccc(OCc2ccc(C(=O)N3CCCC3)o2)cc1C	-8
1	-13	-1	0	1	5	0.95	Cc1noc(C)c1S(=O)(=O)Nc1cccc(CO)c1	1
1	5	-4	0	-2	4	0.96	C=CCN1C(=O)CN=C1Nc1cc(C)ccc1C	-14
0.94	-19	6	0	-1	-9	1.1	CC(=O)c1cc2c(cc1NC(=O)C1CC=CCC1C(=O)O)OCO2 (stereo not given)	-9
0.9	4	10	-5	-1	-8	1.1	O=C(Oc1ccc(NC(=O)c2cc3c(cc2Br)OCO3)cc1)c1ccccc1	3
0.94	8	6	-1	-3	6	0.94	CCOc1cccc(C(=O)N(Cc2ccco2)C2CCS(=O)(=O)C2)c1 (stereo not given)	5
0.97	-12	3	7	1	11	0.89	C=CCNC(=O)COC(=O)c1ccc(Cl)c(S(=O)(=O)N(Cc2ccccc2)c2ccccc2)c1	-2
1.1	5	-14	-7	-2	-4	1	COc1ccc(F)cc1S(=O)(=O)N1CCC(C(N)=O)CC1	-14
0.97	45	3	6	-3	20	0.8	O=C(NCCc1ccccc1)c1ccc(-c2ccccc2C(F)(F)F)o1	17
0.94	0	6	-6	1	8	0.92	COc1ccc(CCNC(=O)c2ccccc2OCc2c(C)noc2C)cc1	-2
1.2	6	-15	-5	0	-10	1.1	Cc1ccc(Cn2nnc(C(=O)Nc3cc(C)ccc3C)c2N)cc1	-8

Quoted from the listing.
hIAP act, CC(=O)N1N=C(c2ccc(C)o2)CC1c1cccc(F)c1 (stereo not given) reads 1.2
hIAP inh, Cc1noc(C)c1NC(=O)Nc1cccc2c1O[C@H](CN(C)S(=O)(=O)c1cccs1)[C@@H](C)CN([C@H](C)CO)C2=O reads -1

The results go on.
hIAP act	PfG6PD inh	hIAP inh	HKDC1 inhibitor	APOBEC3A inh	mIAP block	mIAP act	SMILES	ATG4B inh
1.1	-1	-6	0	-4	1	0.99	O=C(NCc1cccnc1)C1CCCCN1S(=O)(=O)c1ccc(F)cc1 (stereo not given)	-1
0.88	-11	12	7	-1	5	0.95	Cc1csc2ncc(C(=O)NCc3ccc4c(c3)OCO4)c(=O)n12	·
1.2	-28	-18	2	3	-10	1.1	COc1ccc(NS(=O)(=O)c2ccc(C(=O)N(C)Cc3cccs3)cc2)cc1	-4
0.82	-2	18	7	-1	10	0.9	O=C(/C=C/c1cccc([N+](=O)[O-])c1)Nc1ccccn1	-5
0.9	5	10	-2	-3	0	1	COc1cccc2cc(C(=O)NCCN3CCOCC3)c(=O)oc12	0
1.1	-22	-5	0	12	3	0.97	O=C(OCC(=O)N1CCC(Cc2ccccc2)CC1)c1cncc(Br)c1	5
1	5	-1	-6	2	2	0.98	CCC(Cc1ccccc1)NC(=O)CN1C(=O)CSc2ncccc21 (stereo not given)	0
0.96	-10	4	8	-18	6	0.94	O=c1oc2ccccc2n1CCn1c2ccccc2c2nc3ccccc3nc21	-9
1.1	-23	-13	-2	-5	9	0.91	CN(Cc1cccc(F)c1)C(=O)c1ccccc1Sc1ccccc1C#N	4
1.1	13	-6	11	-3	6	0.94	COc1ccc(CN(C)Cc2c(O)ccc3ccccc23)cc1	5
0.97	-3	3	-6	3	-18	1.2	CCNC(=O)N1CCN(S(=O)(=O)c2ccc3c(c2)OCCCO3)CC1	-5
1.1	3	-12	5	-3	1	0.99	O=Cc1ccc(OC(=O)CCCCC(=O)Oc2ccc(C=O)cc2)cc1	11
·	-6	·	10	3	18	0.82	CC[C@]12c3[nH]c4cc(CCC(=O)N(C)C)ccc4c3CCN1C(=O)[C@@H](CC(=O)NCc1ccco1)C[C@@H]2C(=O)N1CCN(C(=O)c2ccco2)CC1	4
0.69	-2	31	-9	-18	21	0.79	COCCN1C(=O)/C(=C/c2ccc(N3CCCC3)cc2)SC1=S	3
0.95	-2	5	9	6	22	0.78	CCNC(=O)CN1c2cccc3cccc(c23)S1(=O)=O	-10
0.89	-7	11	-8	2	0	1	C=CCOn1c(=O)c(-c2ccc(Cl)cc2)[n+]([O-])c2ccccc21	5
0.93	19	7	-2	2	6	0.94	CCC(C)Sc1cc(-c2nc3cc(C)ccn3c2NC2CCCCC2)ccc1OC (stereo not given)	15
0.98	20	2	1	1	6	0.94	Cc1ccc(NC(=S)Nc2ccc3[nH]c(=O)[nH]c3c2)cc1	-8
1.1	11	-5	-5	-1	-34	1.3	COc1cccc(OC)c1C(=O)Nc1cccc(-c2nc3ccccc3[nH]2)c1	53*
1	-2	-1	0	7	-7	1.1	Cc1ccc2c(C)c(C(=O)N3CCN(c4ncccn4)CC3)oc2c1C	1
1.1	4	-10	3	23	-2	1	CN(CC(=O)Nc1ccc(F)cc1)C(=O)COC(=O)C1CCN(c2ccc(C(F)(F)F)cn2)CC1	-4
1.1	13	-6	-1	-2	2	0.98	Cc1ccc(Nc2nc(Oc3ccc(OCc4ccccc4)nn3)nc(N3CCOCC3)n2)cc1	4
1	13	-3	-4	-3	-5	1.1	CCOC(=O)C1=C(COC(=O)CCOc2cc(C)ccc2C)NC(=O)NC1C (stereo not given)	-10
1	7	-4	-8	0	2	0.98	Cc1cccc(NC(=S)N(c2ccccc2)C(C)C)c1C	-4
0.89	20	11	-3	2	4	0.96	Nc1cc(Cl)ccc1Oc1ccc(Cl)cc1	22
0.99	-14	1	4	5	1	0.99	COc1ccc(-n2c(=O)c3ccccc3n(CC(=O)NCC3CCCO3)c2=O)cc1 (stereo not given)	-3
1	12	0	-7	-1	4	0.96	Cc1ccc(-c2nnc(-c3ccc4c(c3)OCO4)o2)cc1	-11
0.97	-8	3	2	2	4	0.96	CCCC1=Nc2cc(C(=O)N3CCCC3)ccc2Sc2ccc(C)cc21	18
1.2	22	-15	-16	1	12	0.88	Cc1nccn1CCCN1C(=O)CNC1=S	-3
1.1	35	-9	-2	0	6	0.94	Brc1ccc(COc2cccc3cccnc23)cc1	-2
0.87	-1	13	5	-1	9	0.91	C=CCn1c(=O)c2c3c(sc2n2c(Nc4ccccc4)nnc12)CCCC3	-3

Filtered by structure, the entries above containing a thiophene ring, fused or not
hIAP act	PfG6PD inh	hIAP inh	HKDC1 inhibitor	APOBEC3A inh	mIAP block	mIAP act	SMILES	ATG4B inh
1	6	-3	7	1	3	0.97	CN(C)CCCN(C(=O)c1cc(-c2cccs2)nc2ccccc12)c1nc2c(F)cccc2s1	-2
1.2	19	-18	-1	-3	18	0.82	CCOC(=O)c1c(-c2ccc(C)o2)csc1NC(=S)NC(=O)c1cccs1	14
1	5	-1	-5	1	-1	1	Cc1noc(C)c1NC(=O)Nc1cccc2c1O[C@H](CN(C)S(=O)(=O)c1cccs1)[C@@H](C)CN([C@H](C)CO)C2=O	-9
1.2	-28	-18	2	3	-10	1.1	COc1ccc(NS(=O)(=O)c2ccc(C(=O)N(C)Cc3cccs3)cc2)cc1	-4
0.87	-1	13	5	-1	9	0.91	C=CCn1c(=O)c2c3c(sc2n2c(Nc4ccccc4)nnc12)CCCC3	-3
